Source: PubChem (The Scripps Research Institute Molecular Screening Center)
PAFAH1B2 inh – PAFAH1B2 enzyme inhibitors, primary screen, biochemical, fluorescence polarization, human; recombinant PAFAH1B2, FP-rhodamine activity probe; AID 492953, 2010; inhibition, % at 3.39 µM; 340,000 compounds, 1.2% hits;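 active means inhibition above the mean of all tested compounds plus 3 SD, cut at about 24% in these data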;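 further: 0% = enzyme with DMSO and 100% = wells lacking PAFAH1B2; many of its hits are not listed in these tables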
PAFAH1B3 inh – PAFAH1B3 enzyme inhibitors, primary screen, biochemical, fluorescence polarization, human; Platelet-activating factor acetylhydrolase IB subunit alpha1 (Homo sapiens), Q15102; recombinant PAFAH1B3, FP-rhodamine probe; inhibition, % at 3.39 µM; 340,000 compounds, 0.28% hits; AID 492972, 2010;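 active means inhibition above the screen-wide average of all tested compounds plus 3 SD, cut at about 25% in these data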;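 further: 0% = enzyme with DMSO only and 100% = wells lacking PAFAH1B3 protein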
Target sequence (Q15102 whole entry, looked up): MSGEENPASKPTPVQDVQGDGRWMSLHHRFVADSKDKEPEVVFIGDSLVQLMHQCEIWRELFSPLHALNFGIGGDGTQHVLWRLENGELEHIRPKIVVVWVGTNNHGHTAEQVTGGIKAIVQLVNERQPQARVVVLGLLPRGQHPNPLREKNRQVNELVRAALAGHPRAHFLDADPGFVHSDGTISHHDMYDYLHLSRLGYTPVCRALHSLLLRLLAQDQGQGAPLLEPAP
PAD4 inh – human PAD4 inhibitors, primary screen, biochemical, fluorescence polarization, 1536-well format; Protein-arginine deiminase type-4 (Homo sapiens), Q9UM07; recombinant PAD4, RCA probe fluorescence polarization; inhibition, % at 6.36 µM; 330,000 compounds, 0.41% hits;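 active means percent inhibition above a cutoff equal to the mean of all tested compounds plus 3 SD, cut at about 15% in these data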;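 further: 0% = PAD4 with RCA probe and DMSO and 100% = probe without PAD4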
Target sequence (Q9UM07 whole entry, looked up): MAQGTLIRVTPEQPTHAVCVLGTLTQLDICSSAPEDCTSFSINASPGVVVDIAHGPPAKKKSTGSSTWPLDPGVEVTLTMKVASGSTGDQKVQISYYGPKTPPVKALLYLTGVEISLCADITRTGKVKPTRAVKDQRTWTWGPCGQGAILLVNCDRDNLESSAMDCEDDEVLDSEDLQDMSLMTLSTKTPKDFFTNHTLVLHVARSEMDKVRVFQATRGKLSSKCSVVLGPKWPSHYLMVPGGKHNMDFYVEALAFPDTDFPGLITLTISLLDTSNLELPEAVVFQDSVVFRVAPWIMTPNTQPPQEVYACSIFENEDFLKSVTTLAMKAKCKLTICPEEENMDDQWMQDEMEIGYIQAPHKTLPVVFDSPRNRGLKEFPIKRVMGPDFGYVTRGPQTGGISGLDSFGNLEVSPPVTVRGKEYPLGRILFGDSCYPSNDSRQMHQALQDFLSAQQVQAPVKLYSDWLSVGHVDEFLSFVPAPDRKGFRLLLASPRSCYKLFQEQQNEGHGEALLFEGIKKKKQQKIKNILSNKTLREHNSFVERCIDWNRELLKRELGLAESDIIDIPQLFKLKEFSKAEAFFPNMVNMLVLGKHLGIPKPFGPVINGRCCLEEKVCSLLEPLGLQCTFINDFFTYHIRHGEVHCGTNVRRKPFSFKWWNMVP
LYPLA1 counter – LYPLA1 inhibitors, primary screen, counter-screen for PME1 inhibitor project, biochemical, fluorescence polarization, FP-Rh probe ABPP; Acyl-protein thioesterase 1 (Homo sapiens), O75608; recombinant LYPLA1; inhibition, % at 5.9 µM; 320,000 compounds, 0.16% hits; AID 2174, 2009;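 active means inhibition above the mean of all tested compounds plus 3 SD, set per campaign, cut at about 14% in these data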;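 further: inhibitors block serine hydrolase probe labeling of LYPLA1 so polarization falls; 0% = enzyme with DMSO and 100% = wells lacking LYPLA1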
PAFAH2 FP inh – PAFAH2 enzyme inhibitors, primary screen, biochemical, fluorescence polarization, human; AID 492956, 2010; inhibition, % at 3.39 µM; 340,000 compounds, 0.99% hits; Platelet-activating factor acetylhydrolase 2, cytoplasmic (Homo sapiens), Q99487; recombinant PAFAH2, FP-rhodamine activity probe;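 active means inhibition above the mean over all tested compounds plus 3 SD, cut at about 30% in these data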;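 further: inhibitors block probe labeling of enzyme so polarization drops; 0% = enzyme with DMSO and 100% = wells lacking PAFAH2 protein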
pPAFAH inh – pPAFAH enzyme inhibitors, primary screen, biochemical, fluorescence polarization, human. recombinant pPAFAH, FP-rhodamine probe fluorescence polarization. inhibition, % at 3.39 µM. 330,000 compounds, 1.5% hits. AID 463082, 2010;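 active means inhibition above the mean inhibition across the screen plus 3 SD, cut at about 25% in these data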;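 further: inhibitors block binding of the rhodamine activity-based probe so polarization drops; 0% = enzyme with DMSO and 100% = wells lacking pPAFAH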
GSTO1 inh – inhibitors of recombinant GSTO1, primary screen, counter-screen for RBBP9 inhibitor project, biochemical, fluorescence polarization | Glutathione S-transferase omega-1 (Homo sapiens), P78417 | activity-based probe fluorescence polarization | inhibition, % at 5.96 µM | 300,000 compounds, 1.1% hits | AID 1974, 2009;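 active means inhibition above the campaign mean inhibition plus 3 SD, cut at about 35% in these data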;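 further: 0% = GSTO1-1 with DMSO and 100% = wells lacking GSTO1-1 enzyme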
PME-1 inh – PME-1 inhibitors via competitive probe labeling, primary screen, biochemical, fluorescence polarization, FP-Rh probe, HTS. 320,000 compounds, 0.53% hits. recombinant PME-1. inhibition, % at 5.9 µM;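 active means inhibition above the campaign mean of all compounds plus 3 SD, cut at about 26% in these data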;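 further: competitive labeling of PME-1 active site by serine hydrolase directed probe; 0% = PME-1 with DMSO and 100% = wells lacking PME-1 enzyme; inhibitors block probe labeling so polarization falls and inhibition rises; many of its hits are not listed in these tables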
LYPLA2 inh – LYPLA2 inhibitors, primary screen, counter-screen for PME1 inhibitor project, biochemical, fluorescence polarization, FP-Rh probe ABPP; Acyl-protein thioesterase 2 (Homo sapiens), O95372; recombinant LYPLA2; inhibition, % at 5.9 µM; 320,000 compounds, 0.38% hits; AID 2177, 2009;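 active means inhibition above the screen-wide mean plus 3 SD, limit set per campaign, cut at about 26% in these data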;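 further: 0% = LYPLA2 with DMSO and 100% = wells lacking LYPLA2 enzyme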
Starred values were filed as active, the others as inactive; . = no result given. This is a subset (hit frequency here may not be typical).

The line under a structure holds: PAFAH1B2 inh, PAFAH1B3 inh, PAD4 inh, LYPLA1 counter, PAFAH2 FP inh, pPAFAH inh, GSTO1 inh, PME-1 inh, LYPLA2 inh
COc1cc(N=c2c([N+](=O)[O-])nn(-c3ccc4c(c3)OCCO4)n2O)cc(OC)c1
  2, 5, -5, -3, 4, 6, 6, 9, 5
CC1c2cc3c(cc2CCN1S(=O)(=O)c1ccccc1)OCCCO3 (stereo not given)
  3, 5, -7, 2, 1, -1, -8, 7, 0
CC1CC(C)CN(S(=O)(=O)c2ccc(C(=O)NCc3ccco3)cc2)C1 (stereo not given)
  4, -4, 1, 2, -4, 3, 4, -1, 4
CCOc1ccc(CCNC(=O)Cn2c(-c3nonc3N)nc3ccccc32)cc1OCC
  0, -3, -8, -3, -5, -1, -7, -7, -2
COc1cc(/C=N/NC(=O)c2[nH]nc3c2CCc2ccccc2-3)ccc1O
  3, 1, 2, -7, 2, 7, 5, 11, -4
Cc1ccc(CN2CCN(Cc3cc(=O)c4ccccc4[nH]3)CC2CCO)o1 (stereo not given)
  -2, 6, -1, -3, 7, -1, 7, -4, 2
COc1cc2[nH]c3c(OC)ncnc3c2cc1OC
  6, 11, 1, -2, -3, -2, -5, 4, 0
COc1ccc(N2CC(C(=O)Nc3nnc(SCC(=O)NC4CCCC4)s3)CC2=O)cc1 (stereo not given)
  3, 3, -2, -6, 1, 4, 4, 0, 1
COc1ccc(N2CCN(/C(=N\S(=O)(=O)c3ccc(C)cc3)Nc3nc(C)cc(C)n3)CC2)cc1
  8, 12, 0, 2, 4, 1, -2, -5, 2
Cc1ccc(-c2noc(CCCC(=O)NC3CCCC3)n2)cc1
  2, 11, 2, 1, 2, 2, 4, -2, -2
Cc1cc(Cl)ccc1OC(C)C(=O)Nc1ccc(S(=O)(=O)Nc2cnc3ccccc3n2)cc1 (stereo not given)
  2, -1, -7, -12, -2, 14, -47, -12, -5
Brc1ccc(CN2CCN(Cc3c[nH]c4ccccc34)CC2)cc1
  0, 1, 3, 2, 6, -3, 6, 1, 2
C/C=C(\CS(=O)(=O)c1ccccc1)S(=O)(=O)c1ccccc1
  3, 3, 0, 1, 0, 4, 2, 7, 5
CCCN1C(=O)N(C)C(N(O)C(=O)NC)C1(C)C (stereo not given)
  3, 4, -3, -1, -3, -1, -4, -8, -6
CC(C)(C)CN1CCNC(=O)C1CC(=O)NCc1cccc(-n2cccn2)c1 (stereo not given)
  -1, -1, -4, 2, 13, 2, 4, -1, 1
COCC(=O)N1CCC(Oc2ccc(C(=O)NCCc3ccncc3)cc2)CC1
  -3, -1, 1, 0, 10, 2, 1, 4, 9
COc1ccc(CCNC(=O)c2ccc3c(c2)NC(=O)CS3)cc1OC
  2, 3, 1, 1, 5, 5, 8, 4, 8
O=C(CCS(=O)(=O)c1ccc(Br)s1)NC1CCCCCC1
  0, 2, 0, -1, -7, -1, 0, -2, 0
COc1ccc(-c2cc(C)no2)cc1S(=O)(=O)N1CCN(c2cccc(C)c2)C(C)C1 (stereo not given)
  1, -6, 1, -4, -3, -2, 7, -2, 32*
COc1cccc(-c2ccc(NC(=O)C3CCCN(Cc4ccco4)C3)cc2)c1 (stereo not given)
  6, 8, -1, -1, -1, 9, 1, -4, -3
O=[N+]([O-])c1ccc(-c2ccc(/C=N/O)o2)cc1
  ., ., -2, -1, ., 2, 6, -2, 1
O=C(CNS(=O)(=O)c1ccc(Br)s1)NCC1COc2ccccc2O1 (stereo not given)
  11, 3, -3, 1, -1, -4, -2, 5, -2
CCOC(=O)C1CCCN(C(=O)CSc2ccc(Br)cc2)C1 (stereo not given)
  18, 3, 4, -1, 2, 1, 1, 0, 5
NC1=NC(=O)C(Cc2ccc(OC(F)(F)F)cc2)S1 (stereo not given)
  1, -5, 2, 0, -3, 2, 6, -1, 2
Cc1cc(C)c(S(=O)(=O)NC2CCN(Cc3ccccc3)CC2)c(C)c1
  1, 1, -2, -3, -5, 0, 4, 0, -3
Cc1ccc(CNC(=O)CN2C(C)CCCC2C)cc1 (stereo not given)
  3, -3, 0, 0, -1, 1, 9, -7, 4
CC(=O)Oc1ccc(C(=O)Nc2ccc3c(c2)OCCO3)cc1
  5, 4, 1, 1, 8, 4, 3, -4, 8
CCOc1ccc(C2C3=C(CC(C)(C)CC3=O)N(CC(=O)O)C3=C2C(=O)CC(C)(C)C3)cc1OCC
  0, 9, 2, -2, 4, 4, -5, 3, 3
O=c1cc(CN2CCN(S(=O)(=O)c3cccc(Cl)c3)CC2)c2ccc(O)cc2o1
  13, 0, 3, ., 2, 12, ., ., .
O=C1NC(c2ccc(Cl)cc2)Oc2ccccc21 (stereo not given)
  2, 0, -2, -1, -8, -1, 0, 6, 0
CC(C)C(NC(=O)c1ccccc1)C(=O)OCc1cc([N+](=O)[O-])cc2c1OCOC2 (stereo not given)
  -4, 4, 2, -5, -2, 9, 5, 6, 1
O=C(CCC1CCCC1)NNC(=O)c1ccc(F)cc1
  8, -1, 4, -3, 7, 2, ., -1, -5
O=C(CSc1nc2ccccc2c(=O)n1CCCN1CCOCC1)Nc1ccc(Br)cc1
  4, 5, 0, ., 0, 1, ., ., .
O=C(N/N=C/c1ccncc1)c1cccc(S(=O)(=O)Nc2ccc(Cl)cc2)c1
  -28, -52, -4, -93, -49, -23, -115, -97, -245
Cc1cccc(Cc2nnc(CCC(=O)N(C)C3CCOC3)o2)c1 (stereo not given)
  2, 6, 1, -2, 3, 5, 7, -3, -7
Cc1ccc(C)c(S(=O)(=O)N2CCN(C(=O)c3ccncc3)CC2)c1
  8, 9, -3, -2, 5, 5, 6, -2, -3
CC(C)N1CCC(N2CCN(Cc3ccc4nonc4c3)CC2CCO)CC1 (stereo not given)
  -1, 4, 4, 0, -6, -2, -5, 5, 1
COc1cccc(/C=N/NC(=O)c2cc(C34CC5CC(CC(C5)C3)C4)[nH]n2)c1
  9, -6, -1, -30, -32, -3, -28, -42, -46
COc1ccc(C(CNC(=O)c2ccco2)N2CCCC2)cc1 (stereo not given)
  5, 5, 3, -5, 1, -4, ., 0, -3
CN(CC(=O)OCC(=O)NCc1ccccc1)S(=O)(=O)c1ccc(F)cc1
  3, 3, -6, 0, 2, 18, ., 0, 2
COc1ccc2oc(C(=O)NCc3ccco3)c(C)c2c1
  -1, -1, -1, 0, 0, 4, -4, -1, 3
COc1cccc(CNC(=O)C2CCN(c3nnc(N4CCCC4=O)s3)CC2)c1
  -1, -1, -3, 2, 2, 9, 3, -1, 8
Cc1ccc(S(=O)(=O)N2CCOCC2)cc1NC(=O)COC(=O)CCOc1ccc(C(C)(C)C)cc1
  2, 2, -1, 0, 5, 24, -3, -3, -6
O=C(NCCCO)/C(=C/c1ccco1)NC(=O)c1ccc(Br)o1
  2, 3, -2, 1, -3, 1, 1, 3, -4
COc1cccc(N2CCN(C3CC(=O)N(c4ccc(C)c(Cl)c4)C3=O)CC2)c1 (stereo not given)
  0, 5, -1, 6, 0, 6, 2, 2, 14
CCOC(=O)c1c(NC(=O)CSc2nnc(-c3ccco3)o2)sc(C)c1C
  6, 7, -4, 0, 4, 9, 3, 7, 0
Cc1csc(SCC(=O)NC(=O)NC2CCCC2)n1
  ., ., 1, -1, ., 2, -3, 0, -1
CN(CC(=O)O)S(=O)(=O)c1ccc2oc3ccccc3c2c1
  -4, 7, 0, -1, -4, 5, 3, -2, 0
N#Cc1cccc(C(c2nnnn2C2CCCC2)N2CCC(Cc3ccccc3)CC2)c1 (stereo not given)
  -3, 9, 6, -3, -3, 1, 4, -2, -4
CCC(=O)Nc1ccc(NC(=S)NC(=O)/C=C/c2ccco2)cc1
  0, 11, 1, 1, 1, 9, 1, -1, 11

(cont.)
The line under a structure holds: PAFAH1B2 inh, PAFAH1B3 inh, PAD4 inh, LYPLA1 counter, PAFAH2 FP inh, pPAFAH inh, GSTO1 inh, PME-1 inh, LYPLA2 inh
CC(C)COP(=O)(OCC(C)C)C(Nc1ccccc1)c1ccc2c(c1)OCO2 (stereo not given)
  -3, 3, 1, 0, 3, 6, -4, 0, 3
COc1ccc(CCN2CC(C(=O)O)CC2=O)cc1OC (stereo not given)
  2, 2, 1, 2, -2, -5, 4, -5, 6
Cc1ccc(C(=O)CCC(=O)Nc2ccccc2C)c(C)c1
  0, 8, 5, 1, 0, -3, -2, -3, 3
Cc1ccc(OCC(=O)NC(C)c2ccccc2)cc1 (stereo not given)
  7, 1, 6, 2, 0, 9, 9, -1, 8
CC(Sc1n[nH]c(N)n1)C(=O)Nc1cccc(S(=O)(=O)N2CCOCC2)c1 (stereo not given)
  6, 3, 1, -2, -4, 3, -2, 2, -4
CCC1CCCN1Cn1cnc2c([nH]c3ccc(C)cc32)c1=O (stereo not given)
  0, -2, 4, -2, -12, -1, -1, -1, -2
CCn1c(N)c(C(=O)NCc2ccc3c(c2)OCO3)sc1=S
  3, 4, 1, -4, -4, 1, 24, -9, -4
CCc1ccc(CC(=S)N2CCOCC2)cc1
  2, 18, -1, -1, 9, -3, 6, 1, 4
Cc1cc(C)c2c(N)c(C(=O)NCC3CCCCC3)sc2n1
  1, -1, 0, 8, -3, 5, 14, 10, 3
C=CCNc1ncnc2ccc(Br)cc12
  5, 2, -1, -2, -5, 0, 5, -1, 0
COC(=O)c1cc(S(=O)(=O)N2CCN(c3ccc(F)cc3)CC2)c[nH]1
  8, 12, 2, 0, 2, 1, 9, -1, 4
CC(C)[C@]1(c2ccccc2)ON(c2ccccc2C(F)(F)F)C1=O
  ., ., 0, 0, ., 3, ., 5, 1
CCOCCCNC(=O)c1ccc(/C=C2\Oc3ccccc3N(C)C2=O)cc1
  -2, 4, 0, 2, 4, 1, -8, -1, 12
COc1ccc(N2CCN(C(=O)C3CCN(S(=O)(=O)c4ccc(C)cc4)CC3)CC2)cc1
  1, 3, -2, 0, 8, 3, 2, -3, 15
O=C(NCCNS(=O)(=O)c1ccccc1)c1ccc([N+](=O)[O-])cc1
  1, 5, 5, 1, 6, 3, -1, -10, 1
CC(=O)Nc1ccc(NS(=O)(=O)c2ccccc2)cc1
  -5, 7, 0, -3, 5, 5, 6, 0, 1
O=C(O)c1c[nH]c2c(C(F)(F)F)cccc2c1=O
  1, 2, -1, -3, 2, 4, 5, -5, 3
COc1ccccc1CCNS(=O)(=O)c1cc2c3c(c1)CCN3C(=O)CC2
  3, 6, 5, 0, 4, 3, -2, 8, 7
CCc1nn(C(CC)C(=O)NCCCc2ccccc2)c(=O)c2cc3occc3n12 (stereo not given)
  1, 2, -2, -2, 2, -5, 0, 5, 11
Cc1noc(C)c1S(=O)(=O)N1CCCC(C(=O)NCCC2=CCCCC2)C1 (stereo not given)
  9, 16, 3, 2, -2, 1, 1, 5, 2
CCn1c(CC(=O)Nc2ccc(C)c(Cl)c2)nnc1SCCOc1ccc(OC)cc1
  2, 3, -5, -1, 4, 1, -1, 3, 0
